Source: PubChem BioAssay (several laboratories)
CHRM5 agonist: agonists of human muscarinic M5 receptor (CHRM5). P08912. CHO-K1 hM5 cells, Fluo-8 calcium fluorescence; 0% DMSO wells, 100% maximal acetylcholine response. activation, % at 3 µM. hit rate 0.19% among 360,000. AID 624037;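 active = activation above the run's mean over test compounds plus 3 SD, cut at about 23% in these data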;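 note: signal is peak over basal fluorescence ratio across the kinetic read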
CHRM4 PAM: CHRM4 positive allosteric modulation | P08173 | CHO-K1 hM4/Gqi5, Fluo-8 calcium fluorescence, ACh EC20; 0% = ACh EC20, 100% = maximal ACh | activation, % at 3 µM | hit rate 0.4% among 360,000;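 active = activation above its plate's cutoff, the mean activation of sample wells plus 3 SD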; note: some results filed as inactive read as strong as hits
Target sequence (P08173 whole entry, looked up): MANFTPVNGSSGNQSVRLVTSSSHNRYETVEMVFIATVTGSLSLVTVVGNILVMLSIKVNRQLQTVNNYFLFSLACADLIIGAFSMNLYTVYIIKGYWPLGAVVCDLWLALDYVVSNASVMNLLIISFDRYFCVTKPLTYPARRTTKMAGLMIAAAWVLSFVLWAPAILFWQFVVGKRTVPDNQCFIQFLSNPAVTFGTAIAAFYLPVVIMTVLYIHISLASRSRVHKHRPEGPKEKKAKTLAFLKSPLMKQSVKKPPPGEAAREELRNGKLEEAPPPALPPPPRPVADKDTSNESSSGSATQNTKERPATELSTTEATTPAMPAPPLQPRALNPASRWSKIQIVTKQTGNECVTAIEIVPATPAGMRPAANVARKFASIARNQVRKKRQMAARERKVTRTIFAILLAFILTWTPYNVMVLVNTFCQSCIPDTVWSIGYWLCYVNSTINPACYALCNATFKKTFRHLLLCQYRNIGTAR
M4 ag: CHRM4 agonism in calcium assay; P08173; CHO-K1 hM4/Gqi5, Fluo-8 calcium fluorescence; vehicle 0%, full acetylcholine response 100%; activation, % at 3 µM; hit rate 0.14% among 360,000;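 active = activation above the run mean over all test wells plus 3 SD, cut at about 32% in these data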;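 note: peak over basal fluorescence ratio per well then scaled between controls; 0% = DMSO wells and 100% = acetylcholine at EC100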
CHRM5 PAM: potentiates acetylcholine response at human M5 receptor; P08912; hit rate 0.3% among 360,000; AID 624038; CHO-K1 hM5, Fluo-8 calcium, ACh EC20 PAM; 0% = ACh EC20, 100% = ACh EC100; activation, % at 3 µM;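 active = activation above the run cutoff, the mean activation of all test compounds plus 3 SD, cut at about 18% in these data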
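Assay system: CHO-K1 hM5 cells. Also added: acetylcholine at EC20 concentration, added after compound. Dosing: 3 µM, single dose. Times: compound preincubation 140 s before EC20 acetylcholine addition. Signal: Fluo-8 calcium fluorescence. Measure: % activation relative to EC20 and EC100 ACh responses. Repeats: singlicate, one well per test compound.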
M1 PAM: positive allosteric modulators of human M1 muscarinic receptor. P11229. CHO-K1 hM1, Fluo-8 calcium fluorescence, ACh EC20; 0% = ACh EC20, 100% = maximal ACh. activation, % at 3 µM. hit rate 0.088% among 360,000. AID 588819; in the data active = activation above about 19%, passing the limit was not always enough
Target sequence (P11229 whole entry, looked up): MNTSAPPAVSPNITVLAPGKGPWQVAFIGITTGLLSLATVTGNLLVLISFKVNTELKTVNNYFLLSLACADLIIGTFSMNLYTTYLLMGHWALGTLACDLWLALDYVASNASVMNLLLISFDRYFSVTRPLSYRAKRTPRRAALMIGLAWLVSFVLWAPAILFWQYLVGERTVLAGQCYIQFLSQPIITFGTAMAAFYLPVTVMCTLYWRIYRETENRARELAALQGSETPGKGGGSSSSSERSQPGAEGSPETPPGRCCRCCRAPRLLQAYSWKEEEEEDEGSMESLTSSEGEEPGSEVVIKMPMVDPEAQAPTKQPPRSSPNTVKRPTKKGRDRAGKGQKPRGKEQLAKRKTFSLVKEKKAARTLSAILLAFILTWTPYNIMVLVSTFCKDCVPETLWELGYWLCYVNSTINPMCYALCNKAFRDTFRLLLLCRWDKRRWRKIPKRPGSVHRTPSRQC
M4 antag: blocks acetylcholine activation of human M4 receptor. P08173. CHO-hM4 cells, ACh EC80, Fluo-8 calcium fluorescence. inhibition, % at 3 µM. hit rate 0.73% among 360,000. AID 624125;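 active = inhibition above its plate's cutoff, the mean inhibition of sample wells plus 3 SD, cut at about 27% in these data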;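 note: 0% = acetylcholine EC80 with DMSO and 100% = DMSO without agonist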
CRFR2-BP ag: CRF-BP/CRF-R2 complex agonism | HEK293 CRF-R2/CRF-BP, calcium dye fluorescence (FLIPR); percent of saturating CRF peptide response | activation, % at 13.2 µM | hit rate 0.46% among 350,000 | AID 588473;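 active = activation of at least 50%, plus an integration ratio under a set limit after plate pattern correction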;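 note: plate controls were neutral control wells without compound for no effect and CRF at EC100 for full effect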
M5 antag: blocks acetylcholine activation of human M5 receptor. P08912. CHO-hM5 cells, Fluo-8 calcium fluorescence, ACh EC80. inhibition, % at 3 µM. hit rate 0.59% among 360,000. AID 624040;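 active = inhibition above a per-plate cutoff, the mean of that plate's test compounds plus 3 SD, cut at about 27% in these data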;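 note: 0% = acetylcholine EC80 with DMSO and 100% = DMSO without agonist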
CRFR2-BP antag: blocks CRF-induced signaling of the CRF-BP/CRF-R2 complex; HEK293 CRF-R2/CRF-BP, CRF-induced calcium fluorescence; inhibition, % at 11.8 µM; hit rate 0.59% among 350,000;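 active = inhibition of the ligand-induced calcium signal above about 50% at the single tested concentration, limit read from the data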
* hit, by the source's call; x = no result given.

| CHRM5 agonist | CHRM4 PAM | M4 ag | CHRM5 PAM | M1 PAM | M4 antag | CRFR2-BP ag | M5 antag | CRFR2-BP antag | smiles |
| --- | --- | --- | --- | --- | --- | --- | --- | --- | --- |
| 2 | 15 | 2 | 0 | 1 | -18 | 6.7 | 7 | 1 | COC(=O)CCc1c(C)c(C(=O)c2cc(F)c(F)c(F)c2F)c2ccccn12 |
| 0 | -3 | 8 | 5 | 8 | 3 | 0.7 | -4 | 0 | COc1cc(/C=N/NC(=O)c2ccc(N)cc2)ccc1OC(=O)c1cccc(C)c1 |
| 2 | 5 | 0 | -8 | 10 | -7 | -2.5 | 11 | 21 | CCc1nnc(NC(=O)CSc2nccn2-c2cccc(C)c2)s1 |
| -1 | 7 | 1 | 1 | 6 | -10 | 1.6 | 1 | -6 | Cc1ccccc1Cn1cnc2c(nnn2Cc2ccc(F)cc2)c1=O |
| 1 | -4 | 1 | -1 | 9 | 2 | 2.6 | -8 | -12 | CCOC(=O)c1cnc2ccc(C)cn2c1=O |
| -1 | 0 | 3 | -9 | 1 | -2 | 1.7 | 1 | 15 | CCOC(=O)Cn1nnnc1CN(Cc1ccc(OC)cc1)Cc1cc2cc(CC)ccc2[nH]c1=O |
| 0 | 3 | 0 | -2 | 16 | -5 | -1.1 | 8 | -10 | Cc1cc(NC(=O)CSc2ncnc3ccccc23)no1 |
| -2 | 12 | 0 | 1 | 16 | -10 | 1.2 | 2 | -10 | COc1cccc(NC(=O)[C@H](CC(C)C)NC(=O)[C@@H]2Cc3ccccc3CN2)c1 |
| -2 | 3 | 0 | 4 | 2 | -4 | 0.3 | 0 | -7 | COC(=O)Nc1sc2c(c1C(=O)NC1CC1)CCCCCC2 |
| -1 | -7 | 13 | 0 | 6 | 4 | -0.1 | -2 | -6 | CCOc1ccc2ccccc2c1/C=N/NC(=O)CNC(=O)c1ccccc1O |
| -3 | 6 | 0 | 9 | x | 0 | x | -7 | x | CSCCC(C(=O)NC1CCCC1)n1c(-c2ccccn2)nc2ccccc21 (configuration not stated) |
| 1 | -11 | 5 | -13 | -13 | 9 | -1.9 | 8 | 6 | Cc1coc2cc3oc(=O)c(CCC(=O)NCCCN4CCCC4=O)c(C)c3cc12 |
| -2 | 3 | 1 | 5 | 6 | -9 | -7.5 | -3 | 25 | Cc1ccccc1OCC(=O)N/N=C1\SCC(=O)N1Cc1ccccc1 |
| 2 | 7 | 0 | -4 | 11 | -5 | -0.7 | 4 | 7 | S=C(Nc1ccccc1)N1CCN(c2ccc(N3CCOCC3)nn2)CC1 |
| -7 | -5 | 0 | -2 | 1 | 11 | -0.5 | 8 | 9 | COc1ccc(-n2cc(-c3ccccc3)[n+]3c2CCCCC3)cc1 |
| 0 | 9 | 1 | 4 | 13 | -9 | -1.1 | 7 | 4 | CCN(CC(=O)Nc1cc(Cl)ccc1C)C(=O)c1ccc2c(=O)n3c(nc2c1)CCC3 |
| -1 | 2 | 0 | -7 | 10 | 7 | 0.1 | 9 | 14 | Cc1ccc(S(=O)(=O)c2c(C)nn(-c3ccccc3)c2OC(=O)c2ccco2)cc1 |
| -4 | 4 | 1 | -3 | -2 | -17 | 5.9 | 12 | 5 | Cn1ncc([N+](=O)[O-])c1C(=O)N1CCCCCC1 |
| 6 | -5 | 23 | -13 | -4 | -2 | 0.2 | 2 | 2 | CC(=O)c1ccc(N2CCN(C(=O)c3ccccc3SCC(=O)NCc3ccco3)CC2)c(F)c1 |
| -2 | -3 | 3 | -1 | -8 | 9 | -1.4 | -1 | 9 | CCCCOc1ccc(NC(=O)c2cnc(C)cn2)cc1 |
| -2 | 9 | 0 | 3 | 18 | -4 | -0.7 | -3 | -10 | Cc1c(C(=O)N2CCCC2)c(S(=O)(=O)Nc2ccccc2Cl)c(C)n1C |
| -2 | 2 | 2 | 2 | 10 | 1 | 2.9 | 5 | 20 | CCN(CCn1cccn1)Cc1nc(Cc2cccc(F)c2)no1 |
| 0 | 3 | 0 | -1 | 2 | 4 | -0.7 | 2 | -10 | CC1(C)CN(c2ccccc2)N(C(=O)c2ccc(F)cc2)C1=O |
| 2 | 1 | 0 | 2 | 6 | 1 | -1.7 | -4 | 9 | COc1ccc[nH]c1=O |
| -2 | 0 | 1 | -8 | 5 | -7 | 0.9 | 5 | -8 | Cc1noc(C)c1S(=O)(=O)Nc1c(C)n(C)n(-c2ccccc2)c1=O |
| 4 | -3 | 1 | -9 | -8 | -1 | -1.3 | 6 | -6 | COc1ccc(CN(C(=O)c2cccc(OC)c2)C2CCS(=O)(=O)C2)cc1 (configuration not stated) |
| -2 | -8 | 7 | -9 | -3 | 1 | 1.5 | 8 | -4 | COc1ccccc1OCC(=O)Nc1ccc(S(=O)(=O)N(C)c2ccccc2)cc1 |
| -2 | 1 | 1 | 6 | 2 | -8 | -1.4 | 6 | -30 | COc1ccc2nc(NC(=O)Nc3cccc4ccccc34)sc2c1 |
| -5 | -7 | 1 | -5 | 5 | 6 | -1.2 | 16 | -4 | CCOc1ccc(S(=O)(=O)N2CCC(C(=O)NCc3ccncc3)CC2)cc1C |
| -4 | 2 | 0 | 6 | 4 | 9 | -7.2 | -3 | 42 | CCOC(=O)c1sc2cccc(F)c2c1N |
| 2 | 7 | 0 | 3 | 6 | -7 | -2.7 | -3 | -5 | CCCCC(=O)NC1=NC(=O)C(C)(C)S1 |
| 6 | 6 | 3 | 4 | 0 | -5 | 19 | 2 | -27 | Cc1cccc(C2CC(c3ccc(F)cc3)Nc3nc(N)nn32)c1 (configuration not stated) |
| -4 | 5 | 1 | 0 | 3 | 9 | 1.6 | 2 | 0 | CCCNS(=O)(=O)c1cc2c3c(c1)CCN3C(=O)CC2 |
| 8 | -1 | 1 | 6 | 3 | -9 | 0.8 | -14 | -12 | Cc1ccc(N(CC(=O)NC(C)(C)C)C(=O)CCC(=O)Nc2nccs2)c(C)c1 |
| -1 | -2 | 0 | -1 | -3 | 2 | 0.5 | 9 | 6 | COc1ccccc1NC(=O)Cn1cnc2c(nc3n2CCCCC3)c1=O |
| 3 | -3 | 1 | 3 | 7 | -1 | -4.4 | -8 | 37 | CO/N=C/NC(=O)c1c(OC)ccnc1Oc1cccc(C(F)(F)F)c1 |
| -2 | -10 | 9 | -12 | -16 | 9 | 7.0 | 13 | -15 | O=[N+]([O-])c1cc(S(=O)(=O)C(F)(F)F)ccc1Sc1nc2ccccc2[nH]1 |
| 0 | -4 | 19 | -8 | -6 | 4 | 0.7 | 14 | -1 | COc1ccc(N2CCN(C(=O)c3cc(-c4cc(OC)ccc4OC)nc4ccccc34)CC2)cc1 |
| 1 | 3 | 1 | -1 | 2 | -5 | 0.3 | -2 | -25 | Cc1ccc(N2CC(C(=O)Oc3cccc(N4C(=O)CCC4=O)c3)CC2=O)cc1 (configuration not stated) |
| -1 | 3 | 3 | 0 | 0 | 10 | -0.5 | 12 | 21 | CC1CCCN(Cc2nc3c(c(=O)n(C)c(=O)n3C)n2CCCc2ccccc2)C1 (configuration not stated) |
| 1 | 3 | 0 | -6 | 9 | -5 | -0.6 | 4 | 3 | CC(C)c1ccc(NC(=O)C(c2ccccc2)N2CCOCC2)cc1 (configuration not stated) |
| -1 | -1 | 1 | -4 | 6 | 10 | 1.0 | 13 | 3 | Cc1ccc(S(=O)(=O)Nc2ccc(C(=O)NC3CC3)cc2)cc1 |
| -3 | 5 | 0 | -1 | -4 | -7 | -1.4 | 4 | 6 | Cn1c(SCC(=O)NC(=O)NCc2ccco2)nnc1-c1ccccc1 |
| 1 | 5 | 2 | 3 | 2 | 3 | -0.5 | 10 | 3 | CNC[C@H]1Oc2c(NC(=O)c3ccc(-c4nccs4)cc3)cccc2C(=O)N([C@@H](C)CO)C[C@@H]1C |
| -4 | 4 | 1 | 0 | 4 | 7 | -0.7 | 12 | 1 | O=C(c1cccc([N+](=O)[O-])c1)c1ccc2[nH]c(=O)[nH]c2c1 |

Complete entries from above:
Results for Cc1cc(NC(=O)CSc2ncnc3ccccc23)no1 : CHRM5 agonist: 0; CHRM4 PAM: 3; M4 ag: 0; CHRM5 PAM: -2; M1 PAM: 16; M4 antag: -5; CRFR2-BP ag: -1.1; M5 antag: 8; CRFR2-BP antag: -10
Results for S=C(Nc1ccccc1)N1CCN(c2ccc(N3CCOCC3)nn2)CC1 : CHRM5 agonist: 2; CHRM4 PAM: 7; M4 ag: 0; CHRM5 PAM: -4; M1 PAM: 11; M4 antag: -5; CRFR2-BP ag: -0.7; M5 antag: 4; CRFR2-BP antag: 7

More records:
| CHRM5 agonist | CHRM4 PAM | M4 ag | CHRM5 PAM | M1 PAM | M4 antag | CRFR2-BP ag | M5 antag | CRFR2-BP antag | smiles |
| --- | --- | --- | --- | --- | --- | --- | --- | --- | --- |
| 1 | -2 | 1 | -3 | 0 | 9 | 0.4 | 6 | 8 | Cc1ccc(/C=N/NC(=O)c2cccc(NC(=O)c3ccccc3C)c2)o1 |
| -10 | -3 | -1 | -2 | -18 | -22 | -0.9 | 14 | -19 | CCOC(=O)C(=CNc1ccc(NC2=NCC(C)(C)S2)cc1)C(=O)OCC |
| 1 | 4 | 6 | -13 | -6 | -14 | -1.6 | 9 | 5 | CC1Cc2ccccc2N1Cc1cc(=O)c(OCC(=O)Nc2ccccc2)co1 (configuration not stated) |
| -6 | 3 | 1 | 2 | 0 | -6 | 0.2 | 2 | 6 | COc1ccc(/C=C2\SC(=S)N(CC(=O)N(C)C3CCS(=O)(=O)C3)C2=O)cc1 (configuration not stated) |
| -2 | 2 | 1 | 4 | 6 | -5 | -1.2 | -1 | 13 | CCN(CC(=O)Nc1c(F)cccc1F)C(=O)COc1ccc2c(c1)CCC2 |
| 7 | 12 | -3 | 8 | 12 | -1 | -1.9 | -7 | 19 | CCOC(=O)c1c(O)c2c(n(Cc3ccco3)c1=O)CCCC2 |
| 4 | 6 | 4 | -2 | 13 | -8 | -0.8 | 6 | 12 | COc1ccc(N2CCN(C(=O)COC(=O)Cc3ccc(F)cc3)CC2)cc1 |
| -2 | 4 | 1 | -2 | 7 | -7 | 0.3 | 8 | -8 | COc1ccc(CNC(=O)CC2Sc3ccccc3NC2=O)cc1 (configuration not stated) |
| -1 | -1 | 1 | -3 | -9 | -8 | -1.8 | 0 | 8 | COc1ccc(C(CNC(=O)c2cc(S(=O)(=O)NCc3ccco3)ccc2C)N(C)C)cc1 (configuration not stated) |
| -1 | 17 | 1 | -4 | 5 | -15 | 0.2 | 6 | 0 | CN(CC(=O)Nc1ccc(F)cc1)C(=O)COC(=O)c1cc(S(=O)(=O)N(C)C)ccc1N1CCCC1 |
| -4 | -4 | 1 | 1 | 2 | -2 | 7.9 | 9 | -26 | CCc1sc(/C=C(/C#N)C(N)=S)cc1[N+](=O)[O-] |
| -2 | 2 | 0 | -9 | -4 | 10 | -2.5 | 23 | 31 | COc1cc(Cl)cc(/C=N/NC(N)=O)c1O |
| 3 | 5 | 1 | 1 | 5 | -15 | 1.0 | 2 | -2 | O=C(COc1ccc([N+](=O)[O-])cc1)NCC(c1cccs1)N1CCOCC1 (configuration not stated) |
| -1 | 4 | 0 | -1 | 6 | -8 | -1.1 | -1 | 5 | CN1C(=O)C2(C(C#N)=C(N)Oc3c2oc(CO)cc3=O)c2ccccc21 (configuration not stated) |
| -4 | 7 | 1 | -4 | -3 | 2 | 0.3 | 2 | -5 | O=C(CN1CCN(c2ccc(F)cc2)CC1)Nc1cccc(C(F)(F)F)c1 |
| -1 | 5 | 2 | -3 | 7 | -5 | -2.5 | 5 | 15 | COc1ccc(N=Nc2[nH]c3ccc(C)cc3c2O)cc1 |
| -2 | -2 | 0 | -1 | 14 | -3 | -1.1 | 8 | -9 | Cc1oc(-c2ccc(F)cc2)nc1CN1CCCC(C(=O)N2CCOCC2)C1 (configuration not stated) |
